NSD2 inh – inhibitors of human NSD2 methyltransferase | AID 624260 | inhibition, % at 12.5 µM | NSD2-SET H3K36me1 DELFIA fluorescence, biochemical | O96028 | 0.07% of 44,000 active; in the data active = inhibition above about 54%, passing the limit was not always enough; inconclusive = no clear call, values can overlap the other calls;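 note: inhibitors reduce the monomethyl H3K36 fluorescence signal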
Target sequence (O96028 whole entry, looked up): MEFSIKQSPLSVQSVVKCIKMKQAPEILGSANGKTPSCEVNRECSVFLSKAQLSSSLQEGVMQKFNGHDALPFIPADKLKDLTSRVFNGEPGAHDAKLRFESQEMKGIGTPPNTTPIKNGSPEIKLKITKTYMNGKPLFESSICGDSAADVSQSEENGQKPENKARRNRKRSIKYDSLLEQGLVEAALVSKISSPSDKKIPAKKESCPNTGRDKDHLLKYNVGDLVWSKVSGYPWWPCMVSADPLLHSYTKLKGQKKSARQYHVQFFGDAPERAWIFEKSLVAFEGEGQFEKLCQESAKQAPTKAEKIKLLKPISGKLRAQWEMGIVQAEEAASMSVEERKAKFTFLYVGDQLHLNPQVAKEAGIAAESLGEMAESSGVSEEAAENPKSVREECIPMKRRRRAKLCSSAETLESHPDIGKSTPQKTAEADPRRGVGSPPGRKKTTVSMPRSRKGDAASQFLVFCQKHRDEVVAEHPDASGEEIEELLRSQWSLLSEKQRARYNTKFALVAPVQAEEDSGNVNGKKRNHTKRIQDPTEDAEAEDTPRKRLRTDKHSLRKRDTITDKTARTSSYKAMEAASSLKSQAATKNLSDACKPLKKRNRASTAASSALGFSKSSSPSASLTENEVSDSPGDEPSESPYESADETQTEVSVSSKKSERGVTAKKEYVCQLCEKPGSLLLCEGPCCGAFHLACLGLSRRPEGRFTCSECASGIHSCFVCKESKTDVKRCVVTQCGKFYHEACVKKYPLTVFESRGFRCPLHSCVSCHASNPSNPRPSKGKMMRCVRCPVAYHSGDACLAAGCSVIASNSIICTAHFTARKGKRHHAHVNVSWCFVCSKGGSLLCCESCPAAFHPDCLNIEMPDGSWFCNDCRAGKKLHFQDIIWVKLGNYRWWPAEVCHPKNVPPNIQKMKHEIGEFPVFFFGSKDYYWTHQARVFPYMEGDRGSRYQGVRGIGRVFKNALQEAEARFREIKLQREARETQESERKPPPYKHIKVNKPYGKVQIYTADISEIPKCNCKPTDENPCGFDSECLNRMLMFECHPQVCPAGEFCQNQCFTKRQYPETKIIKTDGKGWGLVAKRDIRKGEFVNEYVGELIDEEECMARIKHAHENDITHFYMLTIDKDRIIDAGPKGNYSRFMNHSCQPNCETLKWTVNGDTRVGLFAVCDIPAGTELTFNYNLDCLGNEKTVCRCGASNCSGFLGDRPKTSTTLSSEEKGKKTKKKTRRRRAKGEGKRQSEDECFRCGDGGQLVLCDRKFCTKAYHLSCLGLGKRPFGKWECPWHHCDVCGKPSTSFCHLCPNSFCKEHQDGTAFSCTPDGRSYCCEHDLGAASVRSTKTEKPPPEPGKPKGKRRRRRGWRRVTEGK
Numbers without * were called inactive; ? = inconclusive.

SMILES | NSD2 inh
O=C(N/N=C/c1ccc(OCCO)cc1)c1ccccn1 | -8
C[C@@H]1CN([C@@H](C)CO)C(=O)Cc2cc(NC(=O)Cc3cn(C)c4ccccc34)ccc2O[C@@H]1CN(C)S(=O)(=O)c1cccs1 | -4
COc1ccc(CN(C)C[C@H]2Oc3ccc(NS(=O)(=O)c4ccc(OC)cc4)cc3C(=O)N([C@@H](C)CO)C[C@@H]2C)cc1 | 5
C/C=C/c1ccc2c(c1)O[C@@H](CN(C)C(=O)c1ccc3c(c1)OCO3)[C@H](C)CN([C@H](C)CO)S2(=O)=O | 0
COc1ccc(CN(C)C[C@H]2Oc3ccc(NS(=O)(=O)c4ccc(C)cc4)cc3CC(=O)N([C@@H](C)CO)C[C@@H]2C)cc1 | -4
CNC[C@H]1Oc2ccc(NS(=O)(=O)c3c(C)noc3C)cc2C(=O)N([C@H](C)CO)C[C@@H]1C | 0
COCC#Cc1cnc2c(c1)C(=O)N([C@H](C)CO)C[C@H](C)[C@H](CN(C)C(=O)Cc1ccncc1)O2 | -3
C[C@H](CO)N1C[C@H](C)[C@H](CN(C)C(=O)Nc2ccccc2)Oc2ccc(NC(=O)Cn3cnnn3)cc2CC1=O | -4
Cc1noc(C)c1NC(=O)N(C)C[C@@H]1Oc2ccc(NS(=O)(=O)c3ccc(Cl)cc3)cc2CC(=O)N([C@H](C)CO)C[C@@H]1C | -5
C[C@H]1CN([C@@H](C)CO)C(=O)Cc2cc(NC(=O)Nc3ccc4c(c3)OCO4)ccc2O[C@H]1CN(C)S(=O)(=O)c1cn(C)cn1 | 15
C[C@H](CO)N1C[C@H](C)[C@@H](CN(C)C)Oc2ccc(NC(=O)C3CC3)cc2CC1=O | 18
COc1ccc(NC(=O)Nc2ccc3c(c2)C(=O)N([C@@H](C)CO)C[C@H](C)[C@@H](CN(C)S(=O)(=O)c2ccc(F)cc2)O3)cc1 | 3
C[C@H](O)C#Cc1ccc2c(c1)O[C@H](CN(C)Cc1ccccc1)[C@H](C)CN([C@@H](C)CO)S2(=O)=O | -1
O=C(NCCCCN1CCOCC1)c1cc2ccccc2o1 | 1
C[C@@H]1CCCCO[C@H](CN(C)S(=O)(=O)c2ccc(F)cc2)[C@H](C)CN([C@H](C)CO)C(=O)c2cc(NS(C)(=O)=O)ccc2O1 | 1
COCCOC(=O)N1C(=O)[C@@]2(c3cc(C#CC4(O)CCCCCC4)ccc31)[C@H](c1ccccc1OCCO)N1[C@H](c3ccccc3)[C@H](c3ccccc3)OC(=O)[C@H]1[C@@H]2C(N)=O | -1
Cc1noc(C)c1NC(=O)Nc1ccc2c(c1)C(=O)N([C@@H](C)CO)C[C@@H](C)[C@@H](CN(C)Cc1ccc(Oc3ccccc3)cc1)O2 | -7
CC(C)NC(=O)N(C)C[C@H]1Oc2ccc(NC(=O)CCCCCC(=O)Nc3ccccc3N)cc2C(=O)N([C@@H](C)CO)C[C@@H]1C | 1
COc1ccc(S(=O)(=O)Nc2ccc3c(c2)C(=O)N([C@H](C)CO)C[C@H](C)[C@H](CN(C)C(=O)Nc2ccc(C(F)(F)F)cc2)OCCCC[C@H](C)O3)cc1 | -1
C[C@H](CO)N1C[C@H](C)[C@@H](CN(C)C(=O)Nc2cccc3ccccc23)Oc2ccc(NC(=O)Nc3cccc4ccccc34)cc2CC1=O | 1

Taken from the listing, 4 compounds:
SMILES | NSD2 inh
O=C(N/N=C/c1ccc(OCCO)cc1)c1ccccn1 | -8
C[C@@H]1CN([C@@H](C)CO)C(=O)Cc2cc(NC(=O)Cc3cn(C)c4ccccc34)ccc2O[C@@H]1CN(C)S(=O)(=O)c1cccs1 | -4
COc1ccc(CN(C)C[C@H]2Oc3ccc(NS(=O)(=O)c4ccc(OC)cc4)cc3C(=O)N([C@@H](C)CO)C[C@@H]2C)cc1 | 5
C/C=C/c1ccc2c(c1)O[C@@H](CN(C)C(=O)c1ccc3c(c1)OCO3)[C@H](C)CN([C@H](C)CO)S2(=O)=O | 0

3 compounds out of the list, ordered by heavy-atom count, descending.
SMILES | NSD2 inh
Cc1noc(C)c1NC(=O)Nc1ccc2c(c1)C(=O)N([C@@H](C)CO)C[C@@H](C)[C@@H](CN(C)Cc1ccc(Oc3ccccc3)cc1)O2 | -7
CNC[C@H]1Oc2ccc(NS(=O)(=O)c3c(C)noc3C)cc2C(=O)N([C@H](C)CO)C[C@@H]1C | 0
O=C(NCCCCN1CCOCC1)c1cc2ccccc2o1 | 1

Following part:
SMILES | NSD2 inh
CC(C)CC#Cc1ccc2c(c1)O[C@H](CN(C)Cc1ccccc1F)[C@H](C)CN([C@@H](C)CO)S2(=O)=O | 4
C[C@H](CO)N1C[C@H](C)[C@@H](CN(C)C(=O)c2ccccc2F)Oc2ncc(C#Cc3ccncc3)cc2C1=O | -1
C[C@H](CO)N1C[C@H](C)[C@H](CN(C)C(=O)NC2CCCCC2)Oc2ccc(NS(C)(=O)=O)cc2CC1=O | 1
C[C@@H]1CN([C@H](C)CO)C(=O)c2cc(NC(=O)Nc3ccccc3)ccc2O[C@@H](C)CCCCO[C@H]1CN(C)S(=O)(=O)c1cn(C)cn1 | -4
C[C@@H]1CN([C@@H](C)CO)S(=O)(=O)c2ccc(-c3ccccc3)cc2O[C@H]1CN(C)C(=O)CC1CC1 | -7
C[C@@H]1CN([C@H](C)CO)C(=O)c2cc(NC(=O)Cc3cn(C)c4ccccc34)ccc2O[C@@H]1CN(C)S(C)(=O)=O | 1
COc1cc2c(=O)c(-c3ccc(O)cc3)coc2cc1O[C@@H]1O[C@@H](C)[C@H](O)[C@@H](O)[C@H]1O | -10
COCC#Cc1ccc2c(c1)O[C@@H](CN(C)Cc1ccccn1)[C@H](C)CN([C@H](C)CO)S2(=O)=O | 6
COc1ccc(S(=O)(=O)Nc2cccc3c2O[C@H](CN(C)Cc2ccc(Cl)c(Cl)c2)[C@H](C)CN([C@H](C)CO)C3=O)cc1 | 2
Nc1ccc(C(=O)Oc2ccccc2)c(O)c1 | -3
C[C@@H]1CN([C@@H](C)CO)C(=O)c2cc(C#CCN(C)C)cnc2O[C@@H]1CN(C)C(=O)Cc1ccncc1 | 1
COCC#Cc1cnc2c(c1)C(=O)N([C@@H](C)CO)C[C@@H](C)[C@@H](CN(C)S(C)(=O)=O)O2 | 14
C[C@H]1CN([C@@H](C)CO)C(=O)c2cc(NC(=O)C3CCCCC3)ccc2O[C@@H]1CN(C)S(C)(=O)=O | 11
CNC[C@@H]1OCCCC[C@@H](C)Oc2ccc(NS(=O)(=O)c3ccc(OC)cc3)cc2C(=O)N([C@@H](C)CO)C[C@H]1C | 2
C[C@@H]1CCCCO[C@H](CN(C)S(=O)(=O)c2ccc(Cl)cc2)[C@@H](C)CN([C@@H](C)CO)C(=O)c2cc(N(C)C)ccc2O1 | 8
C[C@@H]1CN([C@@H](C)CO)C(=O)Cc2cc(NC(=O)Cn3cnnn3)ccc2O[C@@H]1CN(C)C(=O)Nc1ccccc1 | 2
CCC(=O)N(C)C[C@H]1Oc2cc(C3=CCCCC3)ccc2S(=O)(=O)N([C@@H](C)CO)C[C@H]1C | 5
C[C@H](CO)N1C[C@H](C)[C@@H](CN(C)Cc2ccccc2)Oc2c(NS(C)(=O)=O)cccc2C1=O | ?
C=CCN1C(=O)[C@@]2(O[C@@H](CCO)[C@H]([Si](C)(C)c3ccc(OC)cc3)[C@H]2C)c2cc(N3CCC3=O)ccc21 | 1
Cc1noc(C)c1S(=O)(=O)Nc1ccc2c(c1)C(=O)N([C@H](C)CO)C[C@@H](C)[C@H](CN(C)C(=O)Nc1ccc(F)cc1)O2 | -2
C[C@H]1CN([C@@H](C)CO)C(=O)Cc2cc(NC(=O)Nc3ccc(F)cc3)ccc2O[C@@H]1CN(C)S(C)(=O)=O | 0
CC(C)NC(=O)Nc1ccc2c(c1)C(=O)N([C@@H](C)CO)C[C@H](C)[C@H](CN(C)Cc1ccccc1)OCCCC[C@H](C)O2 | 7
C[C@@H]1CCCCO[C@H](CN(C)Cc2ccc(C(F)(F)F)cc2)[C@@H](C)CN([C@H](C)CO)C(=O)c2cc(NS(=O)(=O)c3cn(C)cn3)ccc2O1 | -2
C[C@@H]1CCCCO[C@@H](CN(C)S(=O)(=O)c2ccccc2)[C@H](C)CN([C@@H](C)CO)C(=O)c2cc(NC(=O)Cc3ccccc3)ccc2O1 | -1
O=C(C[C@@H]1CC[C@H](NC(=O)NC2CCCCC2)[C@@H](CO)O1)NCc1ccccc1 | 15
C[C@H](CO)N1C[C@H](C)[C@@H](CN(C)Cc2ccccc2)Oc2ccc(NC(=O)Nc3ccc4c(c3)OCO4)cc2CC1=O | -4
Cc1nnc(Sc2ccc(/C=N/NC(=O)c3ccccc3O)o2)n1C | -2
C[C@@H]1CCCCO[C@@H](CN(C)C(=O)NC2CCCCC2)[C@@H](C)CN([C@@H](C)CO)C(=O)c2cc(NC(=O)Nc3ccccc3)ccc2O1 | -7
CCCC#Cc1cnc2c(c1)C(=O)N([C@@H](C)CO)C[C@@H](C)[C@H](CN(C)C)O2 | 2
C[C@H](CO)N1C[C@H](C)[C@H](CN(C)C(=O)Cc2ccncc2)Oc2cc(C#CC3CCCCC3)ccc2S1(=O)=O | -1
C[C@@H]1CN([C@H](C)CO)C(=O)c2cc(NS(=O)(=O)c3cccs3)ccc2O[C@@H]1CN(C)C(=O)Nc1ccccc1 | -1
Cc1noc(C)c1NC(=O)N(C)C[C@@H]1OCCCC[C@@H](C)Oc2ccc(N(C)C)cc2C(=O)N([C@H](C)CO)C[C@@H]1C | -3
CO[C@@H](CN(C)S(=O)(=O)c1cn(C)cn1)[C@@H](C)CN(C(=O)Nc1ccc(C(F)(F)F)cc1)[C@H](C)CO | -1
COc1ccc(S(=O)(=O)N(C)C[C@@H]2Oc3ccc(NS(=O)(=O)c4ccc(F)cc4)cc3CC(=O)N([C@H](C)CO)C[C@H]2C)cc1 | -6
COc1ccc(NC(=C(C#N)C#N)C(F)(F)C(F)(F)F)cc1 | 8
C[C@H]1CN([C@@H](C)CO)S(=O)(=O)c2ccc(-c3ccc(C(=O)N(C)C)cc3)cc2O[C@H]1CN(C)C(=O)C1CCOCC1 | 2
C[C@@H]1CN([C@@H](C)CO)C(=O)c2cc(NC(=O)C3CCCCC3)ccc2O[C@H]1CN(C)S(=O)(=O)c1ccc(Cl)cc1 | 4
C[C@@H]1CN([C@@H](C)CO)C(=O)Cc2cc(NS(C)(=O)=O)ccc2O[C@H]1CN(C)S(=O)(=O)c1ccc(F)cc1 | 5
COc1ccccc1C#Cc1cnc2c(c1)C(=O)N([C@@H](C)CO)C[C@H](C)[C@H](CN(C)C(C)=O)O2 | 14
CCO[C@H]1OC(C(=O)O)=C[C@@H](c2ccc(Br)cc2)[C@@H]1CCCO | 0
C[C@H]1CN([C@@H](C)CO)S(=O)(=O)c2ccc(-c3ccc(F)cc3)cc2O[C@H]1CN(C)Cc1cccc(F)c1 | 14
C[C@H](CO)N1C[C@H](C)[C@H](CN(C)Cc2ccc(Cl)c(Cl)c2)Oc2c(NC(=O)NC3CCCCC3)cccc2C1=O | -4
C[C@H](CO)N1C[C@H](C)[C@H](CN(C)Cc2ccc(C(=O)O)cc2)Oc2c(NC(=O)Nc3ccc(C(F)(F)F)cc3)cccc2C1=O | -1
Cc1noc(C)c1S(=O)(=O)Nc1ccc2c(c1)C(=O)N([C@@H](C)CO)C[C@H](C)[C@H](CN(C)S(C)(=O)=O)OCCCC[C@@H](C)O2 | 13
COc1ccc(CN(C)C[C@H]2OCCCC[C@H](C)Oc3ccc(NC(=O)C4CCCCC4)cc3C(=O)N([C@@H](C)CO)C[C@H]2C)cc1 | 0
O=C(Nc1ccc2c(c1)[C@@H]1C[C@@H](CC(=O)N3CCCCC3)O[C@@H](CO)[C@@H]1O2)C1CCC1 | 2
COC(=O)c1c2oc(c1C(=O)OC)C(=O)N[C@H](Cc1ccccc1)Cn1cc(nn1)[C@H](Cc1ccccc1)NC(=O)N[C@H](CO)CC2 | 20
C[C@H]1CN([C@@H](C)CO)C(=O)c2cc(-c3ccccc3F)cnc2O[C@@H]1CN(C)C(=O)C1CCCCC1 | 1
C[C@H]1CN([C@@H](C)CO)C(=O)Cc2cc(NC(=O)CCN3CCOCC3)ccc2O[C@H]1CN(C)C | 0
C[C@H](CO)N1C[C@H](C)[C@@H](CN(C)C(=O)c2cccc(F)c2)Oc2ncc(C#CCN(C)C)cc2C1=O | -1
Cc1ccc2c(=O)c3ccccc3n(CCCN)c2c1C | -3
Cc1noc(C)c1NC(=O)N(C)C[C@H]1Oc2ncc(C#CCC(C)C)cc2C(=O)N([C@H](C)CO)C[C@H]1C | 2
C[C@@H]1CN([C@@H](C)CO)C(=O)c2cc(NC(=O)Cc3ccccc3)ccc2O[C@@H](C)CCCCO[C@@H]1CN(C)C(=O)CCC(F)(F)F | 2
C[C@@H]1CN([C@@H](C)CO)C(=O)Cc2cc(N(C)C)ccc2O[C@H]1CN(C)C(=O)Nc1ccccc1 | 2
COCC#Cc1cnc2c(c1)C(=O)N([C@H](C)CO)C[C@@H](C)[C@H](CN(C)C(=O)c1ccc3c(c1)OCO3)O2 | 4
COc1ccc(NC(=O)N(C)C[C@@H]2OCCCC[C@@H](C)Oc3ccc(NC(=O)CCCCCC(=O)Nc4ccccc4N)cc3C(=O)N([C@H](C)CO)C[C@@H]2C)cc1 | 0
C[C@@H]1CCCCO[C@H](CN(C)C(=O)c2ccncc2)[C@@H](C)CN([C@H](C)CO)C(=O)c2cc(NS(=O)(=O)c3cn(C)cn3)ccc2O1 | -2
C#Cc1ccc([C@@H]2C=C(C(=O)OCC=C)O[C@H](OCC)[C@H]2CCCO)cc1 | 1
C[C@@H]1CN([C@H](C)CO)C(=O)c2cccc(NS(=O)(=O)c3ccc(Cl)cc3)c2O[C@H]1CN(C)CC1CC1 | 0

Some of the compounds tested; count on the stated rates, not on these rows.
